# Vc quorum ag: induces V. cholerae light production without autoinducers. V. cholerae BH1578 lux reporter, luminescence, 6 h. activation, % at 18.7 µM. 350,000 tested, 0.16% active. AID 588436; in the data active means activation mostly above about 9.7%, no sharp cut-off; further: not every result past the cut was called active; inactives centre near 0; reference of the scale not given here
# DUSP3 inh: DUSP3 (human) phosphatase inhibition. 290,000 tested, 0.52% active. recombinant VHR phosphatase, pNPP absorbance. inhibition, % at 13.3 µM; in the data active means inhibition above about 50%; further: some compounds called inactive have numbers as strong as hits
# Target sequence (P51452 whole entry, looked up): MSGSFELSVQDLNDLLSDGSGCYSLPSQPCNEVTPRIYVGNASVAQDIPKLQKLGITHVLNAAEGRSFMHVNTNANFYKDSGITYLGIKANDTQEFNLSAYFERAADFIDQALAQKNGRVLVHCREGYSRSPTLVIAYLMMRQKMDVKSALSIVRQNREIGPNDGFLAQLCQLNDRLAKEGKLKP
# 3CLpro inhibitor: SARS-CoV 3CLpro protease inhibition; AID 1706; recombinant SARS-CoV 3CLpro, quenched FRET peptide cleavage; inhibition, % at 6 µM; 290,000 tested, 0.14% active; P0C6X7; in the data active means inhibition above about 12%
# PriA SSB inh: inhibitors of Klebsiella pneumoniae PriA binding to SSB C-terminal tail; AlphaScreen SSBct-PriA binding, biotinylated peptide; AID 1272365; 430,000 tested, 0.6% active; inhibition, % at 33 µM; in the data active means inhibition mostly above about 37%, no sharp cut-off; inactive means mostly below about 20%;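 further: plate controls were negative control peptide for no effect and reference peptide for full effect; strong numbers were not always called active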
# CCHFV vOTU inh: CCHFV vOTU protease inhibition; inhibition, % at 11.5 µM; 370,000 tested, 0.55% active; Pep-AMC fluorescence; in the data active means inhibition above about 30%; further: 0% = vehicle wells with enzyme and 100% = no enzyme wells
# BoNT A protease: BoNT A light chain protease inhibition. multiplex microsphere protease substrate cleavage, flow cytometry. inhibition, % at 10 µM. 360,000 tested, 0.17% active; further: plate controls were buffer without enzyme for full effect and enzyme alone for no effect
# Yp Topo-I inh: inhibitors of Yersinia pestis topoisomerase I | Y. pestis Topo-I cleavage product accumulation, plate reader | activity, % at 10 µM | 360,000 tested, 0.064% active; in the data active means activity above about 50%, passing the limit was not always enough; further: inactives centre near 2
# Anthrax LF inh2: inhibitors of Bacillus anthracis lethal factor protease. AID 588501. 360,000 tested, 0.12% active. P15917. inhibition, % at 10 µM. multiplex microsphere protease cleavage assay, LF; further: plate controls were buffer without enzyme for full effect and enzyme alone for no effect
# Target sequence (P15917 whole entry, looked up): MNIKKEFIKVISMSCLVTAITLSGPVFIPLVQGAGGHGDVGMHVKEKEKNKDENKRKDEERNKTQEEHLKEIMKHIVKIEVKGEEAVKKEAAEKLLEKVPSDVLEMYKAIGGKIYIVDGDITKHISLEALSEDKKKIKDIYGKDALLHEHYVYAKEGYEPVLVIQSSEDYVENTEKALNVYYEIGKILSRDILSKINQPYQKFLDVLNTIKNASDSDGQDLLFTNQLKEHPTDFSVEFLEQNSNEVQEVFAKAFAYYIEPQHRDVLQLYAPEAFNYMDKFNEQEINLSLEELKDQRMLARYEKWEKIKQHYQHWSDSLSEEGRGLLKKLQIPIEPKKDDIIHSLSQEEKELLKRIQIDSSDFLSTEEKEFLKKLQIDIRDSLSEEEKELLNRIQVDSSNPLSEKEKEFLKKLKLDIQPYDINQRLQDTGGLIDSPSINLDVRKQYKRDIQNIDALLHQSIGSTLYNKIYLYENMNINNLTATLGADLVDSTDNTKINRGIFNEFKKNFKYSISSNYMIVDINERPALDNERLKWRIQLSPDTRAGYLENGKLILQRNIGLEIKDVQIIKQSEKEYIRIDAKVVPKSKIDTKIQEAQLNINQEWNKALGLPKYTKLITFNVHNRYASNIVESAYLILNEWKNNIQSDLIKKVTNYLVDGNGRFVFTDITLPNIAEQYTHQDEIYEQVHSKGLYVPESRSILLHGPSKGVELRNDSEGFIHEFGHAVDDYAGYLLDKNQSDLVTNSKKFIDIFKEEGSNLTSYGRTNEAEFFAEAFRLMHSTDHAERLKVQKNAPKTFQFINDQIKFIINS
# PfHsp40 yeast: compounds rescuing yeast from Plasmodium falciparum HSP40 toxicity. growth rescue, % at 12.5 µM. 340,000 tested, 0.68% active. S. cerevisiae expressing PfHsp40, growth rescue, ATP luminescence; in the data active means growth rescue above about 28%, passing the limit was not always enough;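 further: yeast W303a lacking pdr1 and pdr3 grown in galactose medium; growth measured after three days at 30 °C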
# TcdB inh: blocks C. difficile toxin B glycohydrolase activity | P18177 | TcdB glycohydrolase enzymatic assay, plate reader | inhibition, % at 9.99 µM | 350,000 tested, 0.24% active | AID 652162; in the data active means inhibition above about 10%
# The depositor's hits bear a star; i = inactive; nt = no result given. Unless noted, no stated cut-off is given here; in the data, active means inhibition above about 30%; inconclusive means no clear call, values can overlap the other calls; inactive means below that. These rows are one share of the data (hit frequency here may not be typical).
SMILES,Vc quorum ag,DUSP3 inh,3CLpro inhibitor,PriA SSB inh,CCHFV vOTU inh,BoNT A protease,Yp Topo-I inh,Anthrax LF inh2,PfHsp40 yeast,TcdB inh
CCOC(=O)c1c(NC(=O)c2c(Br)cnn2CC)sc(C)c1C,i,13,0,-8,17,-0.4,-4,6,-0.2,nt
Cc1nc2ccccc2cc1C(=O)N/N=C/c1ccccc1[N+](=O)[O-],-1.9,10,-1,nt,7,-0.1,2,2,-0.7,nt
CCOC(=O)C1=CC[C@@H](c2ccccc2)N(S(=O)(=O)c2ccc(C)cc2)[C@H]1C#N,nt,nt,nt,nt,6,0.0,nt,-2,nt,0.5
CC(CNC(=O)c1ccc(Br)o1)NC(=O)c1ccc(Br)o1 (stereo not drawn),-0.6,7,1,-20,3,-0.1,2,0,-1.4,nt
Cc1ccc(C)c(NC(=O)CN(C)C(=O)c2cc3ccccc3o2)c1,-1.2,-11,-3,-27,8,0.7,5,-9,0.6,0.6
COc1cc(/C=C/C(=O)NCC(=O)N2CCC(N(C)CCN3CCOCC3)CC2)ccc1OC(C)C,0.3,12,-1,12,-12,-0.7,5,-1,1.9,0.2
CCc1ccc(NC(=O)CSc2nnc(COc3ccc4c(c3)CCCC4)o2)cc1,0.7,8,-3,-17,0,0.6,9,1,0.4,nt
C=CCN1C=C(C(=O)c2ccccc2)C(=O)CC1,-0.9,nt,nt,2,-1,-0.2,9,8,-1.5,0.3
Cc1ccc(C(=O)CNc2nc3c(c(=O)[nH]c(=O)n3C)n2Cc2ccccc2)cc1,i,16,-1,6,1,-0.4,-2,-2,-0.4,nt
CCCNC(=O)CN(Cc1ccccc1F)S(=O)(=O)c1ccc(C)cc1,i,-16,0,5,-9,-2.3,8,0,0.3,1.5
COCC1CCN(C(=O)CCc2nnc(C3(c4ccc(Cl)cc4)CCC3)o2)C1 (stereo not drawn),i,10,-2,-6,-15,-0.1,13,-2,0.2,-0.6
CC(C)(C)N1CC(OC(N)=O)C1,i,19,-2,-1,5,-6.0,3,-5,-0.5,-0.1
Cc1ccc(Oc2nc(C(F)(F)F)nc3ccccc23)cc1,-0.9,-7,-3,-10,1,0.2,-6,1,-1.0,nt
COc1cc(N=Nc2ccc(C)cc2S(N)(=O)=O)c(C)cc1N,i,nt,nt,48*,18,-0.3,-16,-3,0.1,2.2
CC(=O)OC[C@@H]1CN(Cc2ccccc2)C[C@H](n2ccc3c(N)ncnc32)O1,-0.2,nt,nt,nt,-9,-0.4,11,-4,nt,0.9
O=C(O)CCCNS(=O)(=O)Cc1ccccc1,0.4,-4,-10,1,-4,0.1,0,0,-2.0,1.2
O=C(COC(=O)c1cccc(O)c1)NCc1ccc2c(c1)OCO2,-0.3,21,-1,1,5,-0.4,5,-5,-1.2,1.2
COc1ccc(N(C(=O)CNC(=O)c2cccs2)C(C(=O)NC2CCCC2)c2cccnc2)cc1 (stereo not drawn),-0.8,7,-3,-13,4,-0.6,14,-3,-1.3,0.9
CCn1c(CSCc2ccc(F)cc2)nnc1SCC(=O)N1CCN(c2ccccc2)CC1,-0.4,-20,-3,18,15,-0.2,1,-8,-1.3,nt
CC(CN1CCOCC1)OC(=O)COc1ccc(F)cc1 (stereo not drawn),0.4,4,-2,-2,7,nt,3,nt,-0.6,nt
N#C/C(C(=O)NCc1ccccc1)=C1\SC(CCO)C(=O)N1c1ccccc1 (stereo not drawn),-0.6,-10,2,-24,12,-1.0,-3,0,0.8,nt
O=C(NC(c1ccccc1)c1cnccn1)C1CCN(CCOc2ccc(Cl)cc2Cl)CC1 (stereo not drawn),-0.9,nt,nt,nt,4,0.1,15,2,nt,1.3
CC(C)CC(C(=O)NC(C)(C)C)N(CC1CCCO1)C(=O)c1snc(C(N)=O)c1N (stereo not drawn),-0.6,13,0,-10,0,-1.6,4,5,-1.4,0.1
CCc1ccc(/C=C2\SC(N3CCCC3)=NC2=O)cc1,8.7,13,-3,-7,9,-0.5,2,-2,6.3,-0.4
O=C(O)CN1C(=O)/C(=C\c2ccccc2OCc2ccc(Cl)cc2)SC1=S,i,nt,4,-4,26,-2.3,33,-7,23,-2.9

# Given bar-delimited: entries from further up
Molecule | Vc quorum ag | DUSP3 inh | 3CLpro inhibitor | PriA SSB inh | CCHFV vOTU inh | BoNT A protease | Yp Topo-I inh | Anthrax LF inh2 | PfHsp40 yeast | TcdB inh
CCOC(=O)c1c(NC(=O)c2c(Br)cnn2CC)sc(C)c1C | i | 13 | 0 | -8 | 17 | -0.4 | -4 | 6 | -0.2 | nt
Cc1nc2ccccc2cc1C(=O)N/N=C/c1ccccc1[N+](=O)[O-] | -1.9 | 10 | -1 | nt | 7 | -0.1 | 2 | 2 | -0.7 | nt
CCOC(=O)C1=CC[C@@H](c2ccccc2)N(S(=O)(=O)c2ccc(C)cc2)[C@H]1C#N | nt | nt | nt | nt | 6 | 0.0 | nt | -2 | nt | 0.5
CC(CNC(=O)c1ccc(Br)o1)NC(=O)c1ccc(Br)o1 (stereo not drawn) | -0.6 | 7 | 1 | -20 | 3 | -0.1 | 2 | 0 | -1.4 | nt
Cc1ccc(C)c(NC(=O)CN(C)C(=O)c2cc3ccccc3o2)c1 | -1.2 | -11 | -3 | -27 | 8 | 0.7 | 5 | -9 | 0.6 | 0.6
COc1cc(/C=C/C(=O)NCC(=O)N2CCC(N(C)CCN3CCOCC3)CC2)ccc1OC(C)C | 0.3 | 12 | -1 | 12 | -12 | -0.7 | 5 | -1 | 1.9 | 0.2
CCc1ccc(NC(=O)CSc2nnc(COc3ccc4c(c3)CCCC4)o2)cc1 | 0.7 | 8 | -3 | -17 | 0 | 0.6 | 9 | 1 | 0.4 | nt
C=CCN1C=C(C(=O)c2ccccc2)C(=O)CC1 | -0.9 | nt | nt | 2 | -1 | -0.2 | 9 | 8 | -1.5 | 0.3
Cc1ccc(C(=O)CNc2nc3c(c(=O)[nH]c(=O)n3C)n2Cc2ccccc2)cc1 | i | 16 | -1 | 6 | 1 | -0.4 | -2 | -2 | -0.4 | nt
CCCNC(=O)CN(Cc1ccccc1F)S(=O)(=O)c1ccc(C)cc1 | i | -16 | 0 | 5 | -9 | -2.3 | 8 | 0 | 0.3 | 1.5
COCC1CCN(C(=O)CCc2nnc(C3(c4ccc(Cl)cc4)CCC3)o2)C1 (stereo not drawn) | i | 10 | -2 | -6 | -15 | -0.1 | 13 | -2 | 0.2 | -0.6
CC(C)(C)N1CC(OC(N)=O)C1 | i | 19 | -2 | -1 | 5 | -6.0 | 3 | -5 | -0.5 | -0.1
Cc1ccc(Oc2nc(C(F)(F)F)nc3ccccc23)cc1 | -0.9 | -7 | -3 | -10 | 1 | 0.2 | -6 | 1 | -1.0 | nt
COc1cc(N=Nc2ccc(C)cc2S(N)(=O)=O)c(C)cc1N | i | nt | nt | 48* | 18 | -0.3 | -16 | -3 | 0.1 | 2.2
CC(=O)OC[C@@H]1CN(Cc2ccccc2)C[C@H](n2ccc3c(N)ncnc32)O1 | -0.2 | nt | nt | nt | -9 | -0.4 | 11 | -4 | nt | 0.9

# The listing continues:
SMILES,Vc quorum ag,DUSP3 inh,3CLpro inhibitor,PriA SSB inh,CCHFV vOTU inh,BoNT A protease,Yp Topo-I inh,Anthrax LF inh2,PfHsp40 yeast,TcdB inh
O=C(NCc1ccccn1)Nc1cccc([N+](=O)[O-])c1,-0.5,11,-2,4,2,-0.4,-1,2,-1.5,1.4
COc1ccc(-c2c(C(=O)O)c(-c3ccccc3)cn2C)cc1,4.3,nt,nt,17,1,0.2,0,-8,-0.3,-2.1
Cc1ccc(NC(=S)N=Nc2c(O)n(C)c3ccc(S(=O)(=O)N4CCOCC4)cc23)cc1,i,16,1,-13,3,12,-5,5,1.3,nt
CC(=O)N(CCCN(C)C)Cc1ccccn1,-0.3,5,2,-8,3,-1.4,-5,-1,0.7,0.5
Cc1cc(C)c(NC(=O)c2ccc3c(c2)CCN3S(C)(=O)=O)c(C)c1,i,22,0,-5,-11,-3.0,-3,-10,-1.0,-0.2
COc1ccc(/C=N/NC(=O)CNC(=O)/C=C/c2ccco2)cc1OC,-0.8,2,-1,nt,1,-1.4,11,-2,0.6,-2.6
CCCCCC(=O)N1C[C@@H](n2cc(-c3ccc(F)cc3)nn2)[C@H](O)C[C@@H]1c1ccccc1,-0.4,nt,nt,nt,7,-0.2,23,0,nt,0.8
COc1ccc(-c2cc3cc(OC)c(OC)cc3cn2)cc1,-1.2,nt,nt,12,7,0.5,20,-7,3.5,-2.0
Cc1ccc(S(=O)(=O)N(C)Cc2ccc(-c3nnco3)cc2)cc1,i,-5,-1,-15,3,0.9,5,1,-1.4,nt
Cn1c(=O)c2c(nc(SCC(=O)NCC3CCCO3)n2Cc2ccc(F)cc2)n(C)c1=O (stereo not drawn),i,15,4,15,-3,-0.3,6,-10,-0.9,0.7
Cc1cc(Br)cc(/C=N/NC(=O)c2ccc3c(c2)OCO3)c1O,i,1,2,nt,-8,-4.9,-17,-1,-0.5,0.4
CC[C@@]12C(=O)N(c3cccc(C)c3)C(=O)N1[C@H](c1ccc(Br)cc1)[C@@H]1C(=O)N(C(C)(C)C)C(=O)[C@@H]12,i,25,3,-15,11,-0.2,0,-2,2.6,-0.7
COCCNC(=O)C1(C)CCCN(C(=O)c2cccc(OC(F)(F)F)c2)C1 (stereo not drawn),i,nt,nt,nt,-12,-0.3,2,0,nt,0.8
CCOC(=O)C1=C(C)NC(=O)NC1c1c(OCC(=O)N2CCCCC2)ccc2ccccc12 (stereo not drawn),-0.5,4,4,-5,12,0.6,6,-7,0.5,nt
CCOC(=O)N1CCN(C(=O)CCC(=O)N2CCOc3ccc(C)cc32)CC1,i,22,-3,8,-9,-0.4,-2,-8,-0.5,nt
C=CCc1ccccc1OCC(O)CNC (stereo not drawn),i,40,3,4,6,0.6,1,5,0.2,nt
CC1(C(=O)NS(=O)(=O)c2ccc(Cl)s2)CCN1C(=O)C1(c2ccc(Cl)cc2)CC1 (stereo not drawn),1.1,nt,nt,nt,16,0.1,14,-6,nt,0.2
CS(=O)(=O)N(CC(=O)NCc1ccco1)c1cccc([N+](=O)[O-])c1,-0.3,-2,0,-9,-10,-0.1,4,-4,-1.4,0.6
CCOc1ccc(N(C(=O)c2snc(C(N)=O)c2N)C(C(=O)NCC2CCCO2)c2ccc(C)o2)cc1 (stereo not drawn),-0.3,34,-4,-18,10,2.3,17,0,-1.4,0.5
CCOC(=O)[C@]12Cc3cc(OC)ccc3[C@H]1N(C(C)C)C(=O)c1ccccc12,nt,nt,nt,nt,-7,0.1,nt,3,nt,0.4
CCOc1ccc2nc(NC(=O)c3ccco3)sc2c1,i,20,-2,-10,4,2.8,-10,-8,-3.2,-2.1
COc1ccc(-c2cc(C(=O)NCC3CCCO3)c3cc(C(C)C)ccc3n2)cc1 (stereo not drawn),i,-4,-3,-8,-42,-0.9,4,1,0.2,1.2
CC(C)NC(=O)[C@@H]1C[C@@]1(C)[C@@H](NC(=O)OCc1ccccc1)c1ccccc1,i,5,-2,-18,-10,0.1,-9,1,0.8,0.0
N#CCCN1CCC(NC(=O)OCc2ccccc2)CCC1=O (stereo not drawn),i,9,3,-14,1,-0.4,-4,4,-1.0,0.2
Cc1cccc(NC(=S)N(CCN2CCOCC2)Cc2cc3cc4c(cc3[nH]c2=O)OCO4)c1,-0.4,35,7,8,1,0.7,22,-4,0.6,3.9
COc1ccc(C(=O)Cc2ccc(F)cc2)c(OC)c1,-1.6,-7,-1,-32,-4,-1.0,4,1,-0.7,-0.3
CN(C)c1ccc2cc(S(=O)(=O)O)cc(O)c2c1,13,nt,nt,12,38*,-0.5,-17,-6,2.8,-9.6
C/C(=N\NC(=S)NCCc1ccccc1)c1cccs1,-0.3,-4,0,nt,7,-0.2,30,0,96*,nt
